FXIIa inh 1536: inhibitors of human coagulation factor XIIa. P00748. purified FXIIa, Boc-QGR-AMC fluorogenic substrate, 2 h. inhibition, % at 5 µM. 220,000 compounds, 0.3% hits; in the data active = inhibition above about 40%;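 note: 0% = enzyme with no compound and 100% = blank without enzyme; many of its hits are not listed in these tables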
PERK inhibitor: human PERK inhibition, primary cell-based screen | Q9NZJ5 | inhibition, % at 5.6 µM | 220,000 compounds, 0.17% hits | CHO PERK-DD fusion, SEAP luminescence translation reporter | AID 1416;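 active = inhibition above the mean inhibition of all tested compounds plus 3 SD, set separately per screening campaign, cut at about 2.9% in these data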;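 note: PERK kinase domain activated by AP20187 dimerizer at 100 nM; 0% = DMSO with dimerizer and 100% = rapamycin at 8.4 µM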
FXIa inh: inhibitors of human coagulation factor XIa; P03951; inhibition, % at 5 µM; purified FXIa, Boc-Glu-Ala-Arg-AMC fluorogenic substrate; 220,000 compounds, 0.14% hits; AID 798;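 active = inhibition of at least 40%; inactive = inhibition below 40%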;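 note: fluorescence of freed AMC excited at 355 nm; 0% = enzyme without compound and 100% = no enzyme blank; many of its hits are not listed in these tables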
KLK5 inh: blocks human kallikrein 5 protease activity; AID 873; 210,000 compounds, 0.59% hits; recombinant hK5, fluorogenic AMC substrate cleavage; Q9Y337; inhibition, % at 5 µM;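 active = inhibition of 40% or more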;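 note: 0% = enzyme controls without compound and 100% = no-enzyme blanks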
Target sequence (Q9Y337 67-293 limits assumed): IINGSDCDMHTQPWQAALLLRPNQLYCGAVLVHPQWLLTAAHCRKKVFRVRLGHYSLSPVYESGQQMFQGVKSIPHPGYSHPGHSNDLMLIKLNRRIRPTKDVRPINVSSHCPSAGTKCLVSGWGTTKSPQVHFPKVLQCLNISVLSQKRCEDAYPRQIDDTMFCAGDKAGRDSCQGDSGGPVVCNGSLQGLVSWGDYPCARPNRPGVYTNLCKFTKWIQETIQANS
Furin inhibitor: human furin inhibition; 220,000 compounds, 0.061% hits; P09958; purified furin, fluorogenic substrate cleavage; inhibition, % at 30 µM; AID 463115; in the data active = inhibition above about 25%; note: inactives centre near -15
Cl transport mod: modulates chloride dependent transport by human KCC2; Q9H2X9; KCC2 cells, thallium flux FluoZin-2 fluorescence; B-score of Tl+ flux slope (higher = more flux/activation; lower = inhibition) at 10 µM; 190,000 compounds, 2.2% hits;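 active = thallium flux slope and its plate-corrected score both differing from the plate sample mean at a set confidence after two filtering rounds, in either direction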;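 note: slope of fluorescence scaled to starting intensity during 10 to 20 s after thallium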
thrombin 1536: blocks human thrombin protease activity; alpha-thrombin, Boc-VPR-AMC fluorogenic substrate cleavage; 220,000 compounds, 0.26% hits; AID 1046; P00734; inhibition, % at 5 µM;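 active = inhibition at or above 40%; inactive = inhibition below 40%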;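 note: 0% = enzyme with no compound and 100% = wells without enzyme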
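Test system: human alpha-thrombin; medium: pH 7.5 Tris-saline with Tween 20; times: reaction at room temperature; signal: AMC fluorescence at 355 nm excitation and 460 nm emission; also added: Boc-VPR-AMC substrate, 15 µM final; dosing: one concentration per compound, 5 µM, with 0.2% DMSO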
p97 ATPase inh: inhibitors of human p97 ATPase. recombinant p97 ATPase, Kinase-Glo ATP luminescence, 3 h. P55072. inhibition, % at 8 µM. 220,000 compounds, 0.42% hits. AID 1481; in the data active = inhibition above about 15%;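 note: 0% = DMSO vehicle and 100% = wells lacking enzyme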
Target sequence (P55072 whole entry, looked up): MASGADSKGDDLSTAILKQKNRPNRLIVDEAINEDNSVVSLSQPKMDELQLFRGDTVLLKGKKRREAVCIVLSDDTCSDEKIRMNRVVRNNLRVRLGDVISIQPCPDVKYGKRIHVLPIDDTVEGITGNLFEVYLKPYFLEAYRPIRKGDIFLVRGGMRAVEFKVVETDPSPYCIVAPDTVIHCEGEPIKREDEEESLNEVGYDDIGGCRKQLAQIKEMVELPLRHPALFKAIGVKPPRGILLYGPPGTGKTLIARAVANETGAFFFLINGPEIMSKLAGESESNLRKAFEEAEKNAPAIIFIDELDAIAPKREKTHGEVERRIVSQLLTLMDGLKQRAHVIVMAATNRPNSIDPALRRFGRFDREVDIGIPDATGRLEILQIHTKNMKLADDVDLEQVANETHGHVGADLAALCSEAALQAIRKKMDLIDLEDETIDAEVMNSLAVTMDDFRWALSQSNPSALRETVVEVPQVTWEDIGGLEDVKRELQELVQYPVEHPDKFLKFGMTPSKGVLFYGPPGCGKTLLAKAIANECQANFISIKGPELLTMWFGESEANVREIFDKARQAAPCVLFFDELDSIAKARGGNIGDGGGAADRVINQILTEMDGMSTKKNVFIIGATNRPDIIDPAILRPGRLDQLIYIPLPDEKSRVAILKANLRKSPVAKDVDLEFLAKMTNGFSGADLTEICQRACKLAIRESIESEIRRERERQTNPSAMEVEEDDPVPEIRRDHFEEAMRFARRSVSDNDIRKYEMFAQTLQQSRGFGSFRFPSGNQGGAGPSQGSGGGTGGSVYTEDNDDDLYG
Wee1 stabilizer: blocks degradation of human Wee1 kinase. AID 1321. reporter increase, % at 5 µM. P30291. 220,000 compounds, 1.2% hits. HeLa Luc-Wee1K328M stability, luciferase luminescence; 100% = proteasome inhibitor MG132 effect;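 active = activation above the mean of all tested compounds plus 3 SD, set per screening run, cut at about 8.8% in these data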;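 note: cells exposed to compound for 20 h before luminescence read; 0% = DMSO alone and 100% = MG132 at 30 µM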
* marks the source's active call; other numbers are inactive results; · = not tested or not shown; & = joins results of further samples; [ ] = dose if it differs, or a comment.

SMILES	FXIIa inh 1536	PERK inhibitor	FXIa inh	KLK5 inh	Furin inhibitor	Cl transport mod	thrombin 1536	p97 ATPase inh	Wee1 stabilizer
CCCCS(=O)(=O)Nc1ccc2cn[nH]c2c1	3.5	1.2	-14.8	-5.0	-25.9	0.0617	-2.7	6.8	-1.5
Cc1ccnc2nc(C(=O)N3CCN(c4ccc(F)cc4)CC3)nn12	15.4	0.3	-2.0	-5.5	-14.9[20 µM]	-0.201	-1.1	-0.3	1.7
Cc1cccc(NCc2ccccc2)c1	0.6	0.3	-1.6	-2.3	-14.9	-0.224	-8.7	-4.0	1.5
CC1CN(S(=O)(=O)Cc2ccccc2)CC(C)O1 (stereo unspecified)	1.2	-0.2	3.1	2.1	-18.4	0.233	-4.4	2.9	1.0
OCCC1CN(Cc2cccn2-c2ncccn2)CCN1C1CCCC1 (stereo unspecified)	5.8	1.6	-1.6	·	-22.1	·	0.4	0.7	-3.5
O=C(NCc1ccccc1)NC1(C(=O)N2CCN3CCCC3C2)CCCCC1 (stereo unspecified)	15.9	0.8	10.8	-6.8	-24.2[20 µM]	-0.0192	1.7	5.3	-1.9
COc1cc2[nH]c(=S)n(CC3CCCO3)c(=O)c2cc1OC (stereo unspecified)	6.0	0.1	-1.1	1.1	-19.0[20 µM]	·	-5.1	1.6	0.0
Cc1cc(-c2ccccc2)nn1-c1nc2c(c(=O)[nH]c(=O)n2C)n1C	-10.9	-0.7	-9.3	-0.1	1.1	-0.464	-5.8	-4.7	-2.5
CN1CC[n+]2cnc3ccccc3c21	12.9	0.7	0.6	-3.9	-19.7[20 µM]	1.03	3.0	6.3	-3.9
O=C(COc1cc(O)c2c(=O)c3ccccc3oc2c1)OCc1ccccc1	4.6	0.7	-1.8	-0.7	-23.1	-1.28	-2.4	-1.4	-1.1
COc1cccc(C(C(=O)NC2CCCCC2)N(C(=O)c2cccs2)c2ccc3c(c2)OCO3)c1 (stereo unspecified)	0.4	-0.3	-6.6	-4.7	-16.7	-0.0554	-13.9	-1.6	-0.7
Nc1cc(-c2ccc(Br)cc2)nn1Cc1ccccc1	9.7	1.6	1.1	-6.0	-21.1	-0.564	-3.2	5.6	-0.5
O=C(O)CC1S/C(=N/N=C/C=C/c2ccccc2)NC1=O (stereo unspecified)	-6.7&18.9	-0.9&0.1	-9.6&25.9	-8.2&-2.1	18.8&15.6	0.401&1.66	0.6&-12.8	-3.9&3.7	-1.4&-1.1
O=C(Oc1cccnc1)c1ccc(Cl)c(Cl)c1	19.1	1.2	3.6	0.5	-9.0	1.91	2.8	3.1	-1.3
COC(=O)C(CC(C)C)NC(=O)/C=C/c1ccccc1Cl (stereo unspecified)	15.8	0.7	6.8	-17.4	-6.0	0.293	-0.7	2.3	10.2*

By substructure: the compounds so far containing an NH in an aromatic ring.
SMILES	FXIIa inh 1536	PERK inhibitor	FXIa inh	KLK5 inh	Furin inhibitor	Cl transport mod	thrombin 1536	p97 ATPase inh	Wee1 stabilizer
CCCCS(=O)(=O)Nc1ccc2cn[nH]c2c1	3.5	1.2	-14.8	-5.0	-25.9	0.0617	-2.7	6.8	-1.5
COc1cc2[nH]c(=S)n(CC3CCCO3)c(=O)c2cc1OC (stereo unspecified)	6.0	0.1	-1.1	1.1	-19.0[20 µM]	·	-5.1	1.6	0.0
Cc1cc(-c2ccccc2)nn1-c1nc2c(c(=O)[nH]c(=O)n2C)n1C	-10.9	-0.7	-9.3	-0.1	1.1	-0.464	-5.8	-4.7	-2.5

(more compounds)
SMILES	FXIIa inh 1536	PERK inhibitor	FXIa inh	KLK5 inh	Furin inhibitor	Cl transport mod	thrombin 1536	p97 ATPase inh	Wee1 stabilizer
CCCN(CCC)c1ncnc2nc[nH]c12	14.0	0.5	7.1	-4.7	-18.2	-0.101	0.0	-0.9	-1.0
CCOC(=O)C1=C(Nc2ccccc2)CC(C)(O)C(C(=O)OCC)C1c1ccc(Cl)cc1 (stereo unspecified)	4.3	-0.4	-1.5	-0.9	-7.4	0.339	-4.0	0.7	-1.0
O=C(CCCC(=O)n1cnc2ccccc21)n1cnc2ccccc21	16.0	2.0	5.8	-2.5	-10.3	0.0654	4.4	0.7	-1.0
COc1cccc(C(=O)c2c[nH]c(C(=O)NCc3ccco3)c2)c1	8.0	0.3	-2.0	-6.7	-20.7[20 µM]	·	-6.9	2.0	-0.1
Cc1ccc(/C=N\Nc2nc3ccc(Cl)cc3[nH]2)o1	51.7*	-1.0	19.7	-79.0	-6.2[20 µM]	4.76*	4.1	-0.6	2.7
CC1=CC(=NOC(=O)/C=C/c2ccccc2)C=C(C)C1=O	36.8	-0.3	-1.2	0.0	-18.9	-0.385	2.5	-1.3	1.2
CC(C)(C)N1CC(C(=O)O)CC1=O (stereo unspecified)	5.8	0.8	0.2	0.3	-28.7	0.144	-9.1	3.8	0.5
COc1ccc(C=O)cc1COc1ccccc1F	-3.5	0.8	-2.0	-9.8	-1.9	-1.08	-8.2	0.4	-4.4
Cc1cccc(NC(=O)CSc2nnc(-c3ccccc3)n2N)c1	16.4	0.1	5.5	-15.1	-26.6	·	-6.5	-0.5	-1.6
Nc1ccc(NC(=S)Nc2ccccc2)cc1	2.3	0.5	-3.1	-0.7	-5.6	1.14	-7.4	-2.0	0.2
CC(=Nc1ccc(Br)cc1)c1sc2ccccc2c1O	6.8	-0.3	0.9	-0.9	-11.6	0.61	-6.9	-1.1	5.2
COc1ccc(CNC(=O)CS(=O)Cc2nc(-c3ccccc3C)oc2C)cc1 (stereo unspecified)	12.4	0.2	6.9	-1.6	-16.1	·	4.5	-3.9	-0.5
Cc1ccc(NC(=S)Nc2ccc3nc(-c4ccccn4)c(-c4ccccn4)nc3c2)cc1C	7.7	-1.0	7.1	-17.9	-10.8	-0.678	-4.5	8.3	-2.7
CCOc1ccc(OCC)c(NC(=O)C2CCCN(S(=O)(=O)c3cccs3)C2)c1 (stereo unspecified)	9.6	-0.9	4.7	1.7	-13.6	-0.112	3.8	1.5	2.9
Cc1ccc(C2(C)NC(=O)N(CCOc3ccccc3)C2=O)cc1 (stereo unspecified)	16.0	0.3	-0.5	-8.2	-2.0[20 µM]	-1.7	3.6	0.1	-0.7
CCc1nc2c(sc3nc4c(cc32)COC(C)(C)C4)c(=O)n1CCN(CC)CC	13.3	0.2	3.5	·	-21.5	0.0342	0.8	-0.4	0.1
O=C(CSc1nc(Nc2ccccc2)nc(N2CCOCC2)n1)Nc1ccc2c(c1)OCCO2	1.6	-0.8	-10.8	-13.8	-7.3[20 µM]	-1.83	-11.7	3.7	-1.2
O=C(Nc1ccc(F)cc1)Nc1ccccc1N1CCCCC1	9.0	0.9	2.6	-1.6	-13.2	-0.12	-2.5	5.5	5.2
COc1cc(CNCc2c[nH]c3ccccc23)cc(OC)c1	12.4	1.0	0.1	0.9	-20.2	0.735	1.1	6.1	-0.3
CCOC(=O)c1ccc(NC(=S)N(CCCN2CCCCC2)Cc2ccco2)cc1	-1.1	-1.6	-5.5	-24.7	-20.3	1.59	-6.5	-3.2	2.7
Cc1ccc(N(c2ncnc(N)c2[N+](=O)[O-])C2CCCCC2)cc1	19.9	0.4	-10.0	8.8	-12.8	0.101	2.5	-3.8	-1.5
CN(CC(=O)Nc1ccc([N+](=O)[O-])cc1Br)Cc1c(F)cccc1Cl	14.3	0.4	8.6	-2.2	-10.6	-0.932	-2.0	-3.0	-3.5
CC1(C)Cc2cccc(Oc3ccc(S(=O)(=O)N4CCCC4)cn3)c2O1	7.4	-0.4	-1.8	3.9	-14.7	-1.09	-2.3	-0.1	2.4
c1ccc2c(c1)nc1n2CN(Cc2ccc3c(c2)OCO3)CN1	6.9	1.1	-4.7	-2.5	-29.4	·	-3.4	4.0	0.9
CCn1c(CN2CCN(c3ccc(Cl)cc3)CC2)nc2ccccc21	8.9	-1.8	-0.1	-12.9	3.3[20 µM]	-1.06	-0.6	-9.9	-2.6
COc1ccc(C)cc1NC(=O)CNc1ccccc1CN(C)C1CCCCC1	2.2	0.0	-1.6	-4.9	-26.6	-0.271	-6.0	-0.1	-0.9
Cc1cc(C)c2c(CC(=O)NCCc3ccccc3)coc2c1	8.7	1.3	-4.2	8.6	-15.4	-0.481	0.2	-1.0	-1.4
O=S(=O)(N/N=C1/CC(c2ccccc2)Oc2ccccc21)c1ccc(Br)cc1 (stereo unspecified)	12.5	-0.7	1.5	-5.1	-1.5[20 µM]	0.514	1.1	-3.2	0.9
COc1cccc(C2C(C#N)=C(C)NC3=C2C(=O)CC(C)(C)C3)c1 (stereo unspecified)	-1.9	0.3	1.9	-30.6	-55.6	-0.181	-8.7	2.5	-4.3
Cc1ccc(-c2nn3c(C)nnc3c3ccccc23)cc1S(=O)(=O)NC(C)(C)CO	8.2	1.4	2.9	1.1	-5.7	-2.78	-8.7	5.8	-1.9
CCN1CCN(C(c2ccccc2)c2nnnn2Cc2ccc3c(c2)OCO3)CC1 (stereo unspecified)	8.4	0.2	-2.4	·	-28.9	1.81	-7.4	2.2	1.2
Cc1ccc(-c2csc(=S)n2CC(=O)OCC(=O)NC(C)C(C)C)cc1 (stereo unspecified)	10.3	0.6	4.6	-25.0	-23.6[20 µM]	-0.628	0.5	0.3	2.5
CCOC(=O)C1=C(CN2CCN(C(=O)OCC)CC2)NC(=O)NC1c1ccc2c(c1)OCO2 (stereo unspecified)	-0.5	-0.4	-8.1	-10.1	-7.5	-0.865	-2.0	1.4	1.9
CCN(CCCNC(=O)C1CCC(=O)N1Cc1ccc(F)cc1)c1cccc(C)c1 (stereo unspecified)	3.8	-0.5	-7.4	-31.3	0.4	-1.47	-6.5	-8.7	-0.5

Compound profiles (already shown).
`Cc1ccc(-c2csc(=S)n2CC(=O)OCC(=O)NC(C)C(C)C)cc1` (stereo unspecified) across the screens: FXIIa inh 1536 = 10.3; PERK inhibitor = 0.6; FXIa inh = 4.6; KLK5 inh = -25.0; Furin inhibitor = -23.6[20 µM]; Cl transport mod = -0.628; thrombin 1536 = 0.5; p97 ATPase inh = 0.3; Wee1 stabilizer = 2.5
`CCN1CCN(C(c2ccccc2)c2nnnn2Cc2ccc3c(c2)OCO3)CC1` (stereo unspecified) across the screens: FXIIa inh 1536 = 8.4; PERK inhibitor = 0.2; FXIa inh = -2.4; KLK5 inh = ·; Furin inhibitor = -28.9; Cl transport mod = 1.81; thrombin 1536 = -7.4; p97 ATPase inh = 2.2; Wee1 stabilizer = 1.2

High-throughput results from PubChem.
